# Screens deposited in PubChem by National Center for Advancing Translational Sciences (NCATS).
# GALK inhibitor: inhibitors of human galactokinase; Potency, µM (series often up to 57.5 µM), inactives show at the highest dose activity change, negative = inhibition, usual class: inhibitors; 270,000 tested, 0.007% active; P51570; Purified GALK, Kinase-Glo residual ATP luminescence; note: potency is the fitted concentration of half-maximal effect; % is set by controls: 0 for no effect and ±100 for the full control effect
# Target sequence (P51570 whole entry, looked up): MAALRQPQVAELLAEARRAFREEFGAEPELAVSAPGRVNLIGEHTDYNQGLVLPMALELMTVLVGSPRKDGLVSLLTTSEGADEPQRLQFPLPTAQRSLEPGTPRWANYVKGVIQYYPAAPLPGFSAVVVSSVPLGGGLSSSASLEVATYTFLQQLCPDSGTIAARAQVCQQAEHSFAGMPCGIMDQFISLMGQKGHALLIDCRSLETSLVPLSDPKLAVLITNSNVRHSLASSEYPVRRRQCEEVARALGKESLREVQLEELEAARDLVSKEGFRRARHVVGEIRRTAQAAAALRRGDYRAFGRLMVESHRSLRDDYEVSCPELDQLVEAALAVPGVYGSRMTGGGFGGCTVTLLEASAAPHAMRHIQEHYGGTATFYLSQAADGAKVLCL
#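 Luminescence from leftover ATP (Ultra-Glo luciferase/luciferin) served as read-out after a 1 h room-temperature reaction of 5 nM GALK with 35 uM ATP and 100 uM galactose.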
# Tb PFK block: T. brucei PFK enzyme inhibition; O15648; T. brucei PFK, ADP-Glo luminescence; Potency, µM (titrated, usually from 57.5 µM), without a hit: at the top dose activity, negative = inhibition, actives largely listed as inhibitors; 330,000 tested, 0.17% active;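 note: potency is the fitted concentration of half-maximal effect; 0% = uninhibited 1x PFK enzyme wells and -100% = no-enzyme wells; nearly all actives have a fitted effect of over 60% in size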
# Target sequence (O15648 whole entry, looked up): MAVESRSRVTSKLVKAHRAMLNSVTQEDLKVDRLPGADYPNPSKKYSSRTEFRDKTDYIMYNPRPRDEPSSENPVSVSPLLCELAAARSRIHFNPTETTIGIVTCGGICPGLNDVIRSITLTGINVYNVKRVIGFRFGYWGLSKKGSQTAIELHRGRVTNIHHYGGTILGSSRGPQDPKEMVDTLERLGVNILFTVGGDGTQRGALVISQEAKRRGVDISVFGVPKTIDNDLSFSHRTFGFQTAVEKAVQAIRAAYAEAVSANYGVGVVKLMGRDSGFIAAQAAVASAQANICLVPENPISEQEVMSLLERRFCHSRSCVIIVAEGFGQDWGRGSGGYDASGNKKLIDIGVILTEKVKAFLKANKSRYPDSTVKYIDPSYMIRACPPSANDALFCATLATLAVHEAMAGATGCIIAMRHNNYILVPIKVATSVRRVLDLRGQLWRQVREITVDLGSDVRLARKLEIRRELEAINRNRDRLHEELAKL
#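 Activity is normalized to no-enzyme wells (full inhibition) and 1.25 nM enzyme wells (no inhibition). Reaction: 0.5 mM F6P, 0.1 mM ATP, 45 min RT, ADP-Glo luminescence; concentration-response curves fitted and classed by quality.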
# AT treatment: potential ataxia-telangiectasia treatment; […] A-T fibroblasts, KAP-1 phosphorylation AlphaLISA; neocarzinostatin DNA damage 30 min before lysis; Potency, µM (highest dose often 57.5 µM), without a hit: at the highest dose activation, most hits filed as activators; 320,000 tested, 0.19% active; note: potency is the fitted concentration of half-maximal effect; % of control where 0% means no effect; nearly all actives have a fitted effect of over 45% in size
#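 hTERT-immortalized A-T patient fibroblasts ([…]), 500 cells/well in OPTI-MEM, 1% FBS, got compounds for 60 min, then NCS for 30 min at 37C. Lysates were then assayed for phospho-KAP-1 by AlphaLISA (anti-pKAP1 donor, anti-KAP1 acceptor beads), 6 hr at 25C.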
# TSHR antag: blocks TSH signaling through the human TSH receptor | AID 504810 | P16473 | 330,000 tested, 0.2% active | TSHR-expressing cells, TSH-stimulated cAMP HTRF, 2 h; active compounds read low | activity change, negative = inhibition, % at 11.5 µM;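 active = activity change below a set negative limit, meaning inhibition stronger than a set level, cut at about -70% in these data; inconclusive = activity change between two set negative limits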; note: % is set by controls: 0 for no effect and ±100 for the full control effect
#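 TSHR-expressing cells, 200/well, pre-treated with compound, then stimulated with EC80 TSH (4nM final) for 2 hours at 37 deg C. cAMP measured by competitive HTRF: anti-cAMP cryptate antibody in lysis buffer plus cAMP-d2, read after 30 minutes at room temperature.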
# TCR act: activators of T cell receptors. primary human leukocytes, anti-CD3, IL-2 HTRF, 48 h. Potency, µM (highest dose often 9.22 µM), without a hit: at the highest dose activation of IL-2 secretion, most hits filed as activators. 330,000 tested, under 10 active. AID 504894; note: % of control where 0% means no effect
#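 IL-2 produced over 48 hr by a-CD3 bead-stimulated primary human leukocytes exposed to compounds was detected with a homogeneous time-resolved FRET immunoassay, 665nm acceptor signal after 320nm excitation.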
# CXXC DNA block: MLL CXXC-DNA interaction inhibition; Q03164; Potency, µM (doses to about 115 µM), for inactives: at the top dose activity change, negative = inhibition, most hits filed as inhibitors; AID 2662; 290,000 tested, 0.037% active; MLL-CXXC / FITC-HOXA9 DNA fluorescence polarization; active = well fitted inhibition curve with a large enough effect in the polarisation, with a control signal flat, not every such curve was filed as active; inconclusive = small, poorly fitted or top-dose-only effect, or effect the other way, or a change in a side signal; inactive = no such curve, though single readings can be large or run the other way; the % refers to the polarisation; note: potency is the fitted concentration of half-maximal effect
#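 Purified MLL-CXXC (added from a 7 uM solution) was preincubated 5 min at ambient with pinned compounds in 50 mM Tris-HCl pH 7.5, 50 mM NaCl, 1 mM DTT, 0.05% BSA. Fluorescein-labeled HOX-A9 DNA (50 nM solution) followed, 30 min, then polarization read.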
# Chronic BCR inh: chronic active BCR signaling inhibition; ABC-DLBCL IkBa-CBG/CBR reporter, luminescence ratio, 4 h; Potency, µM (highest dose often 46.1 µM), without a hit: at the highest dose ratio change, negative = lower green/red ratio, hits mostly inhibitors; 340,000 tested, 0.05% active; AID 493014; active = well fitted inhibition curve with a large enough effect in the signal ratio, with a control signal flat, not every such curve was filed as active; inconclusive = small, poorly fitted or top-dose-only effect, or effect the other way, or a change in a side signal; the % refers to the signal ratio;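 note: potency is the fitted concentration of half-maximal effect; plate controls were basal doxycycline-induced cells for no effect and cells given 10 µM MG132 for full effect; MG132 reads +100%, hits lower the ratio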
#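 Compounds up to 46 uM were incubated four hours with TMD8 cells whose green CBG68 luciferase is fused to IkappaBalpha; red CBR luminescence normalised the signal, and concentration-effect curves were fitted to fusion, red and ratio data.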
# hERG WT inh: KCNH2 (human, wildtype) channel inhibition; Q12809; U2OS, BacMam KCNH2, thallium flux FluxOr; active compounds read low; activity change, % at 1.84 µM; 340,000 tested, 0.37% active; AID 720551;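 active = maximum activity change below -70%; inconclusive = maximum activity change between -70% and -50%; inactive = maximum activity change above -50%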; note: % is set by controls: 0 for no effect and ±100 for the full control effect
#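 U2OS cells were transduced with wild-type KCNH2 virus (2.03 x 10^8 / mL) for 4 h at room temperature, then cultured overnight at 37 C. Thallium flux was read with FluxOr dye. Rate constants were normalized to DMSO controls.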
# Giardia killer: kills Giardia lamblia; Giardia lamblia trophozoite viability; activity change, % at 7.66 µM, hits read low; 340,000 tested, 0.15% active; AID 540267; in the data active = activity change below about -80%; inconclusive = between about -30% and that limit;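 note: parasites exposed to compound for two days anaerobically before the ATP read; % is set by controls: 0 for no effect and ±100 for the full control effect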
#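 Giardia lamblia trophozoites (100 cells/well) were incubated with compounds for 48 h at 37 deg C under anaerobic conditions. Viability was read as ATP content by one-step luminescence after 15-30 min at room temperature.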
# Coupling enz: coupling enzyme interference in Giardia aldolase counter-screen. AID 2472. 290,000 tested, 0.67% active. activity change, negative = inhibition, % at 58.2 µM, hits read low. coupling enzyme system counterscreen, AmpLite Red fluorescence; in the data active = activity change below about -30%; note: % is set by controls: 0 for no effect and ±100 for the full control effect
#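 Fluorescence at 525 nm excitation and 598 nm emission measured inhibition of the coupled detection system without aldolase. Compounds (at 57.5 uM final) were preincubated 10 min at room temperature with coupling enzyme reagent before a 20 min substrate/AmpLite Red step.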
# The depositor's hits bear a star; ? = inconclusive; . = no result given; [ ] = remark or other dose. Unless noted, calls come from the whole dose curve; as a rule, active = well fitted curve in the direction sought with a large enough effect; inconclusive = small, poorly fitted or top-dose-only effect, or another doubt; inactive = no such curve, though single readings can be large; an effect the other way counts as inactive or inconclusive. Rows were taken by chance; 1.6% or so of the library scored in one or more.
# Preview (nine entries):
SMILES,GALK inhibitor,Tb PFK block,AT treatment,TSHR antag,TCR act,CXXC DNA block,Chronic BCR inh,hERG WT inh,Giardia killer,Coupling enz
CC(=O)Nc1ccc(/C=C/c2ccc3c([N+](=O)[O-])cccc3n2)cc1,1%,1%,1%,-6,1%,5%,4%,4,?,1
CCCOc1ccc(/C=N/NC(=O)C(C)Sc2ccccn2)cc1OCC (configuration not stated),1%,-1%,2%,13,2%,7%,0%,2,-3,-2
CCOc1ccc(-c2nnc(-c3cccnc3)o2)cc1OCC,10%,5%,4%,-12,1%,21%,1%,-9,-11,1
O=S(=O)(c1cnccc1N1CCN(CCO)CC1)N1CCCCC1,8%,0%,-19%,31,.,18%,-1%,4,-13,.
CCC(=O)Nc1c2c(nn1-c1ccc(F)cc1)CS(=O)(=O)C2,2%,-1%,15%,-1,-8%,11%,0%,-3,-20,-1
Clc1ccc(Cn2nnc(-c3ccc(N4CCOCC4)cc3)n2)cc1,3%,-6%,14%,-18,0%,-1%,-2%,-18,-2,4
COc1cc2c(cc1OC)CN(CC(=O)Nc1ccc(F)cc1)CC2,-2%,-5%,?,25,-4%,?,?,8,-24,1
Cc1nc(N2CCOCC2)nc(N2CCN(c3ccccc3)CC2)c1[N+](=O)[O-],-5%,-3%,2%,6,1%,2%,-3%,-3,4,.
O=C(Nc1ccccc1F)c1ccc(CSc2ncccn2)cc1,-1%,-7%,5%,-7,4%,0%,?,-6,-6,-5

# Main list, from the first entry:
SMILES,GALK inhibitor,Tb PFK block,AT treatment,TSHR antag,TCR act,CXXC DNA block,Chronic BCR inh,hERG WT inh,Giardia killer,Coupling enz
CC(=O)Nc1ccc(/C=C/c2ccc3c([N+](=O)[O-])cccc3n2)cc1,1%,1%,1%,-6,1%,5%,4%,4,?,1
CCCOc1ccc(/C=N/NC(=O)C(C)Sc2ccccn2)cc1OCC (configuration not stated),1%,-1%,2%,13,2%,7%,0%,2,-3,-2
CCOc1ccc(-c2nnc(-c3cccnc3)o2)cc1OCC,10%,5%,4%,-12,1%,21%,1%,-9,-11,1
O=S(=O)(c1cnccc1N1CCN(CCO)CC1)N1CCCCC1,8%,0%,-19%,31,.,18%,-1%,4,-13,.
CCC(=O)Nc1c2c(nn1-c1ccc(F)cc1)CS(=O)(=O)C2,2%,-1%,15%,-1,-8%,11%,0%,-3,-20,-1
Clc1ccc(Cn2nnc(-c3ccc(N4CCOCC4)cc3)n2)cc1,3%,-6%,14%,-18,0%,-1%,-2%,-18,-2,4
COc1cc2c(cc1OC)CN(CC(=O)Nc1ccc(F)cc1)CC2,-2%,-5%,?,25,-4%,?,?,8,-24,1
Cc1nc(N2CCOCC2)nc(N2CCN(c3ccccc3)CC2)c1[N+](=O)[O-],-5%,-3%,2%,6,1%,2%,-3%,-3,4,.
O=C(Nc1ccccc1F)c1ccc(CSc2ncccn2)cc1,-1%,-7%,5%,-7,4%,0%,?,-6,-6,-5
COc1cc([C@@H]2c3cc4c(cc3[C@@H](O)[C@@H](CO)[C@@H]2CO)OCO4)cc(OC)c1O[Si](C)(C)C(C)(C)C,2%,4%,-35%,1,.,2%,?,.,.,-7
COc1ccc(C(=O)N[C@H](C(=O)Nc2ccc(OC)nc2)C(C)C)cc1,-1%,0%,1%,-3,-1%,-19%,?,-1,-2,-2
Nc1ncnc2c1C1(CCCCC1)Cc1ccccc1-2,1%,0%,7%,3,-16%[46.1 µM],-4%,-20%,-3,-8,0
CC(=O)Nc1cccc(/C(C)=N/NS(=O)(=O)c2ccc(C)cc2)c1,2%,2%,-2%,6,-3%,2%,0%,5,9,3
O=C(Cc1ccccc1F)OCN1C(=O)c2ccccc2C1=O,-7%,2%,0%,16,0%,-4%,4%,2,6,.
O=C(NCC1CCCN1S(=O)(=O)c1cccs1)c1ccccc1F (configuration not stated),.,6%,6%,-4,-9%,.,0%,5,-5,.
Cc1ccccc1NC(=O)CN1C(=O)CSc2ccccc21,5%,2%,-3%,-1,6%,6%,1%,-5,-7,5
Cc1cc(N2CCN(C(=O)c3ccco3)CC2)n2ncnc2n1,-3%,24%,-3%,0,-9%[46.1 µM],2%,4%,4,0,0
CC(C)(C)OC(=O)NCCOC(=O)c1[nH]cnc1C(=O)NCc1ccccc1,.,5%,4%,4,-4%,.,-7%,-8,-9,.
COc1cc2[nH]c(=O)n(CCC(=O)NCCCN3CCN(c4ccccc4F)CC3)c(=O)c2cc1OC,0%,0%,-4%,-5,-5%,-1%,-1%,17,15,-1
Cc1ccc(C)c(N(CC(=O)NC2CCCCC2)C(=O)c2snc(C(N)=O)c2N)c1,-3%,0%,7%,-6,8%,-4%,?,-11,0,-1
O=C(COC(=O)c1ccccc1Nc1ccccc1F)c1ccccc1,4%,1%,-14%,-4,4%,-4%,0%,-2,23,1
COc1cccc(C(=O)COC(=O)C(C)N2C(=O)c3ccccc3C2=O)c1 (configuration not stated),1%,-2%,9%,-2,11%,11%,-3%,-2,-3,-1
Cc1cc(NC(=O)CSc2nnc(C3CC3)n2N)c([N+](=O)[O-])cc1C,13%,-6%,-4%,-4,2%,6%,-1%,-10,?,2
Oc1ccc(N=Nc2nc(-c3ccccc3)c(-c3ccccc3)[nH]2)cc1,3%,1%,-6%,-18,5%[46.1 µM],14%,?,10,0,0
COc1cc(/C=C(/C#N)c2nc(-c3cc4ccccc4oc3=O)cs2)cc([N+](=O)[O-])c1O,6%,0%,13%,-9,.,-20%,-1%,.,.,3
CCn1c(=O)cc(SCC(=O)Nc2cccc(SC)c2)c2ccccc21,2%,3%,4%,-13,7%,14%,-25%,-1,1,5
C/C(=N\NC(=S)Nc1cccc(C)c1)c1ccccc1,0%,1%,6%,-11,-3%,12%,?,-15,5,.
Cc1cc(C)cc(N(C(=O)CNS(=O)(=O)c2ccccc2)C(C(=O)NCc2ccccc2)c2ccc(C)o2)c1 (configuration not stated),.,2%,-3%,9,-8%[46.1 µM],3%,?,-5,5,-3
COc1ccc(S(=O)(=O)N2N=C(c3ccc(NS(C)(=O)=O)cc3)CC2c2ccco2)cc1 (configuration not stated),-2%,-1%,0%,4,7%,?,?,-35,21,-4
CCOC(=O)c1c(C)[nH]c(N=Nc2ccccc2)c1C,-2%,1%,.,-14,0%,19%,-1%,-10,25,-1
OC1(C#CCN2CCOCC2)CCCCC1,0%,-2%,-3%,1,-5%,8%,-14%,.,8,2
CC(=O)Nc1ccc2nc(NS(=O)(=O)c3ccc(C)cc3)sc2c1,1%,4%,4%,-9,.,1%,0%,-16,5,13
COc1ccc(N2CCN(C(=O)C3CCCN(S(=O)(=O)c4c(C)noc4C)C3)CC2)cc1 (configuration not stated),1%,2%,65%,18,-12%,26%,-7%,13,-8,0
COC(=O)c1ccc(/C=C2/C(=O)Oc3ccccc32)cc1,1%,-1%,-8%,3,-1%,14%,0%,-2,0,0
C/C(=N\Nc1ccc(Cl)c(C(=O)O)c1)c1ccccn1,5%,1%,5%,-2,7%,-6%,?,-37,-26,-5
Cc1ccc(-c2nnc(COC(=O)c3cccs3)o2)cc1,-4%,1%,-6%,-5,6%,-4%,?,10,-18,3
CCOC(=O)C1=C(C)NC2=C(C(=O)c3ccccc32)C1c1cccnc1 (configuration not stated),0%,1%,-1%,3,-6%,1%,10%,8,5,1
CC(=O)Nc1ccc(S(=O)(=O)NCC(=O)OCC(=O)c2cc(C)n(-c3ccc4c(c3)OCO4)c2C)cc1,1%,0%,0%,-3,-8%[46.1 µM],8%,2%,3,-1,-2
CCCC(C)NC(=O)c1ccc(-c2ccccc2)cc1 (configuration not stated),-2%,0%,-7%,-7,.,-3%,-26%,.,.,-2
Cc1cc(=O)cc(C)n1-c1ccc2c(c1)nc(C)n2-c1ccccc1,-1%,0%,-1%,-2,10%,0%,-7%,-7,-4,-2
O=[N+]([O-])c1ccc(Nc2ccccn2)c([N+](=O)[O-])c1,4%,-7%,1%,1,3%,-19%,-1%,-4,-18,5
CN(C)C(=O)CCSc1nnc(-c2ccncc2)o1,6%,0%,0%,1,11%,0%,3%,-10,2,-6
